# EPAC2 antagonist – blocks human EPAC2 exchange factor; Q8WZA2; EPAC2 GEF exchange of Rap1B-BODIPY-GDP, fluorescence; Potency, µM (series often up to 114 µM), without a hit: top-dose activity, negative = inhibition, usual class: inhibitors; actives 0.18% (n = 360,000); AID 720708; also: potency is read from the fitted curve at half-maximal effect; % is scaled to controls: 0 for no effect and ±100 for the full control effect; nearly all actives have a fitted effect of over 45% in size; many of its hits are not listed in these tables
# D3 antag – D3 dopamine receptor (human) antagonism; D3R cells, DiscoveRx beta-arrestin luminescence, antagonist mode; stronger effect = lower value; P35462; max response, negative = inhibition, %; actives 2.5% (n = 360,000); in the data active = max response below about -50%; inconclusive = no clear call, values can overlap the other calls; also: % is scaled to controls: 0 for no effect and ±100 for the full control effect; mostly tested at two doses, the higher about 12 µM
# Target sequence (P35462 whole entry, looked up): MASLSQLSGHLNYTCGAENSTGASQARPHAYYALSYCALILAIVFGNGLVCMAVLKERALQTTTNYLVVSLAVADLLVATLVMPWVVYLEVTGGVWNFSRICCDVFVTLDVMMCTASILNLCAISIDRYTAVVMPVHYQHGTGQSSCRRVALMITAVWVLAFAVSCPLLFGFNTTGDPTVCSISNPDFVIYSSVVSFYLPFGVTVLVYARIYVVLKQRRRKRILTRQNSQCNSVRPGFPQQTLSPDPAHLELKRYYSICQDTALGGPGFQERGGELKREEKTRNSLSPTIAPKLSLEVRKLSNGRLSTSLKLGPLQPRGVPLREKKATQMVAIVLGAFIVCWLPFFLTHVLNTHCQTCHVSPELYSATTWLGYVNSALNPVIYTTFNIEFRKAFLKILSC
#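 Cells expressing the human receptor were seeded at 1500 cells/well, incubated overnight at 37 degrees C in 5% CO2, then exposed to library compounds with dopamine controls for 90 minutes at 37 degrees C before luminescent detection.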
# DRD3 agonist – D3 dopamine receptor (human) agonism | max activation, % | actives 0.58% (n = 410,000) | D3R DiscoveRx beta-arrestin cells, luminescence, 90 min | AID 652048 | P35462; in the data active = max activation above about 30%; also: 0% is about no effect; mostly tested at two doses, the higher about 12 µM
#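 Agonist-mode cell screen: cells plated at 1500/well and incubated overnight at 37 °C, then exposed to library compounds for 90 min at 37 °C. Detection reagent was added for 30–60 min at room temperature, and luminescence was read.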
# Mm-Cpn inhibitor – M. maripaludis TRiC chaperonin inhibition; actives 0.031% (n = 330,000); Potency, µM (series often up to 76.9 µM), for the others: at the top dose activity, negative = inhibition, most hits filed as inhibitors; purified Mm-Cpn ATPase, ADP Transcreener TR-FRET; also: potency is read from the fitted curve at half-maximal effect; % is scaled to controls: 0 for no effect and ±100 for the full control effect; nearly all actives have a fitted effect of over 80% in size
#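 ATPase read-out: TR-FRET ADP immunoassay (anti-ADP Eu cryptate vs ADP-d2), ex 320 nm, em 590/665 nm; signal drops as ADP forms. Enzyme 25 nM, ATP 10 uM, 30 min at 37°C after 10 min compound preincubation.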
# pAkt inh – inhibitors of Akt phosphorylation. Neuro2A IGF-stimulated pAkt S473 HTRF, 20 min; stronger effect = lower value. activity change, % for hits at 50 µM. actives 0.32% (n = 360,000); in the data active = activity change below about -80%; inconclusive = mostly about -51% to -80%; also: % is scaled to controls: 0 for no effect and ±100 for the full control effect
#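 Neuro2A cells in DMEM with 0.5% FBS, overnight at 37 deg C, given compound at single 50 µM final, then IGF (6 nM final) for 20 min at 37 deg C. Lysed; phospho-Akt Ser473 by HTRF after 24 h, 665/615 ratio.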
# PTHR1 agonist – activates the human parathyroid hormone receptor PTHR1; Q03431; HEK293 GP2 PTHR1 cells, GloSensor cAMP luminescence, 1 h; Potency, µM (series often up to 115 µM), inactives show top-dose activation, actives largely listed as activators; actives 0.075% (n = 410,000); AID 743266; also: potency is read from the fitted curve at half-maximal effect; nearly all actives have a fitted effect of over 55% in size; some results filed as inactive show a strong effect at the top dose; inactives centre near -15; many of its hits are not listed in these tables
# Target sequence (Q03431 whole entry, looked up): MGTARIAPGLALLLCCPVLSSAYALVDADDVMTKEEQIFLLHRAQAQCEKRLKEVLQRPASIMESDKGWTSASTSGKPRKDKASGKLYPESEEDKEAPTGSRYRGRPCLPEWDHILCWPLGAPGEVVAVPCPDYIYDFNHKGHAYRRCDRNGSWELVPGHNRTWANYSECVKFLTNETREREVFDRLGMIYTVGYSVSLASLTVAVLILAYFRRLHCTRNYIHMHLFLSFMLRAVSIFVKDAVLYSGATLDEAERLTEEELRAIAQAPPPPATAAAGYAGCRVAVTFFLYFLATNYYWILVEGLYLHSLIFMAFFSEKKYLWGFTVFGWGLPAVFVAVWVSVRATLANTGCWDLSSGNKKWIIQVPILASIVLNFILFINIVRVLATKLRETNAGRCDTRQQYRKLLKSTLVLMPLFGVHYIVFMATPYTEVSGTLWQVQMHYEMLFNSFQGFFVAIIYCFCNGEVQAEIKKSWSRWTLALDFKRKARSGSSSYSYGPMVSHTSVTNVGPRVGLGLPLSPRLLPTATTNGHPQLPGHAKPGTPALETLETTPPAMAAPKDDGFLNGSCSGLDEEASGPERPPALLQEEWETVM
#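 HEK-293-derived GP2 cells expressing PTHR1 and a GloSensor cAMP reporter, 3,000/well, plated overnight, given luciferin plus IBMX (each 0.5 mM as added) for 1 h at 37 °C, then compound for 1 h at 37 °C. Luminescence was read after 15 min at room temperature.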
# EPAC2 agonist – EPAC2 (human) agonism; Potency, µM (doses to about 154 µM), for the others: top-dose activation, usual class: activators; EPAC2 activation, biochemical qHTS; response scale: 100% = 6.5 mM cAMP response; Q8WZA2; actives 0.079% (n = 360,000); also: potency is read from the fitted curve at half-maximal effect; nearly all actives have a fitted effect of over 50% in size
#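 Guanine nucleotide exchange by EPAC2 is measured as reduced fluorescence of BODIPY-GDP once it is released from 250 nM Rap1B. Plates are read kinetically for 30 min at room temperature; results are scaled to 6.5 mM cAMP.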
# CCT chaperon mod – changes cytosolic chaperonin activity | purified chaperonin ATPase assay, HTRF ADP detection, 30 min | activity change, % (no concentration beside the values), hits read low | actives 0.3% (n = 360,000) | AID 651819; in the data active = activity change below about -30%; also: % is scaled to controls: 0 for no effect and ±100 for the full control effect
#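 First, chaperonin was dispensed at 40 nM or 20 nM final depending on batch activity. Next, compounds were pinned at 76 uM and ATP added at 10 uM. After 30 min at 37 °C, ADP detection reagents ran 30 min at ambient temperature.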
# The depositor's hits bear a star; i = inactive; u = inconclusive; x = not tested or not shown; & = joins results of further samples; [ ] = remark or other dose. Unless noted, calls follow the shape of the dose curve; as a rule, active = well fitted curve in the direction sought with a large enough effect; inconclusive = small, poorly fitted or top-dose-only effect, or another doubt; inactive = no such curve, though single readings can be large; an effect the other way counts as inactive or inconclusive.
cpd	Structure	EPAC2 antagonist	D3 antag	DRD3 agonist	Mm-Cpn inhibitor	pAkt inh	PTHR1 agonist	EPAC2 agonist	CCT chaperon mod
1	O=C(Nc1ccc2c(c1)CCC2)C1COc2ccccc2O1 (centres undefined)	0%	20	11	2%	i	-20%	-9%	-0.4
2	Cc1cc(C)n2nc(SCC(=O)Nc3ccccc3)nc2n1	0%	14	2&-3	-3%	i	-6%	1%	-0.5
3	CCc1ccc(-c2nc(CN3CCC(C(=O)N4CCN(c5ccccn5)CC4)CC3)c(C)o2)cc1	-10%	-22	-4	0%	x	-39%[inhibitor]	-2%	0.2
4	CN(C)C(=O)NC(Nc1ccc(Cl)cc1Cl)C(Cl)(Cl)Cl (centres undefined)	-19%	-16	-18	3%	i	-22%[57.5 µM]	17%	-3.2
5	CC1(C(=O)NS(=O)(=O)C2CC2)CCCN(C(=O)c2cccc(C(F)(F)F)c2)C1 (centres undefined)	-4%	0	-3	x	i	-10%	-1%	-1.0
6	N/C(=N\OC(=O)CCC(=O)O)c1ncc(C(F)(F)F)cc1Cl	2%	4	11	-2%	i	i	7%	0.4
7	Cn1c(=O)[nH]c2cc(Cl)cnc21	0%	0	8	-1%	i	-15%	5%	-0.2
8	C[C@H](NS(=O)(=O)c1ccccc1F)C(=O)OCC(=O)N1CCc2ccccc21	11%	0	0	1%	x	i	-1%[15.6 µM]	-2.0
9	CCOc1ccc(C(=O)N2CCN(CC(=O)N3CCCC3)CC2)cc1OCC	5%	-23	4	-2%	i	u	7%	-0.4
10	Cc1noc(C)c1NC(=O)N(C)C[C@H]1Oc2c(NS(=O)(=O)c3cccs3)cccc2C(=O)N([C@H](C)CO)C[C@@H]1C	11%	12	-13	1%	i	i	-8%	0.7

cpd	Structure	EPAC2 antagonist	D3 antag	DRD3 agonist	Mm-Cpn inhibitor	pAkt inh	PTHR1 agonist	EPAC2 agonist	CCT chaperon mod
11	CCOc1ccc(NC(=S)N2CCC(N(C)CCN3CCOCC3)CC2)cc1	4%	-12	-5	3%	i	i	6%	-4.0
12	O=S(=O)(NC1CCCCC1NS(=O)(=O)c1ccc(F)cc1)c1ccc(F)cc1 (centres undefined)	-4%	-5	0	3%	i	-5%	10%	-4.5
13	N#Cc1cccc(NC(=O)CCn2ccnc2)c1	-5%	-18	-5	2%	i	i	2%	-1.0
14	O=C(CN(c1ccc(F)cc1)S(=O)(=O)c1ccc2c(c1)OCCO2)NCc1ccccn1	-3%	6	-4	-3%	i	-9%[57.5 µM]	3%	-1.0
15	CCC(Oc1ccc(C)cc1)C(=O)Nc1ccc(S(=O)(=O)Nc2cc(C)on2)cc1 (centres undefined)	-3%	-3	2	1%	i	-30%	4%	4.1
16	COc1ccc2oc3ccccc3c(=O)c2c1	1%	0	3	-4%	i	-25%	-4%	-2.1
17	O=C(C/C=N/OCc1ccc(F)cc1Cl)c1cnc(-c2ccccc2)s1	-6%	u	4	-5%	-97%*	i	2%	4.3
18	CC(=O)N1c2ccc(S(=O)(=O)N3CCC(C(=O)N4CCC(C)CC4)CC3)cc2CC1C (centres undefined)	-1%	-18	17	-4%	i	0%	-6%	-0.3
19	Cc1ccc(NC(=O)CSc2nc3nc(C)cc(C)c3c(=O)[nH]2)cc1	-3%	u	1	-1%	i	i	-12%	-2.7
20	O=C(N/N=C/c1ccc(Cl)cc1Cl)c1ccncc1	-5%	9	3	2%	i	-27%	4%	-5.5

cpd	Structure	EPAC2 antagonist	D3 antag	DRD3 agonist	Mm-Cpn inhibitor	pAkt inh	PTHR1 agonist	EPAC2 agonist	CCT chaperon mod
21	O=C(O)c1ccc(NC(=O)c2ccc3c(c2)C(=O)N(c2ccccc2)C3=O)cc1	2%	-15	-2	-1%	i	30%	12%	2.0
22	O=C(CN1CCN(Cc2cccc(F)c2)CC1)NCc1ccccc1	-3%	-17	-9	-1%	i	-21%	8%	-2.9
23	NC(=O)c1sc2nc(-c3ccccc3)ccc2c1N	23%	17	1	-7%	i	-26%	0%	-0.8
24	CCn1cc(/C=N\NC(=O)c2ccccc2Cl)cn1	1%	-2	-17	-4%	i	i	6%	0.1
25	O=C(CCc1ccccc1)Nc1cccc(-c2nnc(-c3ccco3)o2)c1	10%	7	5	1%	i	-37%[inhibitor]	3%	-0.5
26	O=C(C1=NOC2(C1)C(=O)Nc1ccccc12)N1CCCCC1 (centres undefined)	4%	14	8	x	i	-19%	6%	0.5
27	CCC(NC(=O)c1[nH]c(C)c(C(C)=O)c1C)c1ccc(Br)cc1 (centres undefined)	-17%	2	-10	0%	i	i	10%	-0.8
28	O=C(COC(=O)C12CC3CC(CC(C3)C1)C2)NCc1ccco1	9%	-13	4	-1%	x	i	-382%[inhibitor][15.6 µM]	-2.8
29	O=C(CSc1nc(-c2ccccc2)c(-c2ccccc2)o1)Nc1nnc(-c2ccccc2)s1	0%	-3	-5	-7%	i	i	2%	1.1
30	O=C(c1ccc(F)c(F)c1)N1CCC2(CC1)NCCc1[nH]cnc12	-2%	-6	-5	0%	i	-12%	-1%	0.4

cpd	Structure	EPAC2 antagonist	D3 antag	DRD3 agonist	Mm-Cpn inhibitor	pAkt inh	PTHR1 agonist	EPAC2 agonist	CCT chaperon mod
31	COc1c(C)cc(C(O)c2ncc(-c3cccc(F)c3)[nH]2)cc1C (centres undefined)	14%	-8	2	x	i	-30%[inhibitor]	7%	-1.6
32	Cn1cc(S(=O)(=O)Cc2ccc(F)cc2)c2ccccc21	-18%	-5	-1	2%	i	i	1%	-0.6
33	CCCc1cc(Nc2ccccc2)n2ncnc2n1	-8%	-1	1	-1%	i	i	-2%	-4.5
34	CCOC(=O)N/N=C/c1cn(CCCOc2ccccc2)c2ccccc12	-2%	21	11	4%	i	-10%	3%	-1.2
35	C[C@@H]1[C@H]2[C@@H]3CC[C@@H](C3)[C@H]2CN[C@H]1c1cn(Cc2ccccc2)c2ccccc12	9%	21	-44	-1%	i	-21%	10%	-0.1
36	C[C@@H]1ON(C2CCCCC2)[C@H]2c3nc4ccccc4n3C[C@@H]12	5%	-23	13	0%	i	i	4%	-5.4
37	C=CCOc1ccc(C=CC(=O)c2c(O)c(OC)c(OC)c(OC)c2OC)cc1	-7%	75	7	x	i	-22%	8%	-0.3
38	CC(C)NC(=O)C1(C)CCCN1C(=O)c1ccccc1Br (centres undefined)	8%	0	-1	x	i	-12%	-7%	1.7
39	Cc1oc(-c2cccc(Cl)c2)nc1CN1CCCC(C(=O)NCc2ccco2)C1 (centres undefined)	-1%	-19	-14	1%	i	-13%	3%	0.8
40	O=C(c1cc(=O)c2ccccc2o1)N1CCN(c2ccccc2F)CC1	-1%	-2	3	-4%	i	-10%	-2%	0.1

cpd	Structure	EPAC2 antagonist	D3 antag	DRD3 agonist	Mm-Cpn inhibitor	pAkt inh	PTHR1 agonist	EPAC2 agonist	CCT chaperon mod
41	O=S1(=O)c2cccc3cccc(c23)N1CCBr	-18%	2	0	-2%	i	-7%	12%	-0.7
42	O=C(N/N=C/c1ccc(Cl)c(Cl)c1)c1ccc2nc[nH]c2c1	10%	3	-2	2%	x	i	7%	-2.8
43	CCOC(=O)c1cc(C#N)c(NCc2ccccc2)nc1C	0%	-18	-5	1%	i	-24%	1%	0.2
44	CC(=O)NC1C(Oc2cccc(C)c2)OC2COC(c3ccco3)OC2C1O (centres undefined)	0%	10	-5	-2%	i	i	0%	0.0
45	CCC1NC(=O)c2cccnc2-n2c1nc1ccc(C)cc1c2=O (centres undefined)	1%	17	7	x	i	i	8%	1.6
46	Nc1nc(SCC(=O)OCc2ccccc2)[nH]c(=O)c1NC(=O)c1ccco1	0%	1	-6	0%	i	-12%	-3%	0.6
47	CCN(CC)CCCN1C(=O)C(=O)/C(=C(/O)c2ccc3c(c2)OCCO3)C1c1ccco1 (centres undefined)	13%	9	1	0%	i	-7%[57.5 µM]	0%	-1.6
48	Cc1ccccc1NC(=O)/C(=C\c1cccs1)NC(=O)c1ccco1	2%	-2	5	3%	i	-44%[inhibitor][57.5 µM]	5%	0.5
49	CCC(C(=O)O)n1c2ccccc2c2cn[nH]c(=O)c21 (centres undefined)	24%	4	1	-2%	i	-7%	11%	-25
50	Cc1noc(C)c1COc1ccc(C(=O)N2CCCC(C(N)=O)C2)cc1 (centres undefined)	3%	-14	-6	1%	i	0%	10%	-0.4
51	CC(C)Nc1ncnc2c1ncn2[C@H]1CN(Cc2ccc(Cl)cc2)C[C@@H](CO)O1	7%	0	-2	x	i	i	6%	-0.5
52	C=CCNS(=O)(=O)NC(=O)C1=C(N2CCCC2)COC1=O	5%	54	4	1%	i	i	9%	-0.9
53	COc1ccc2c(c1)c(C(=O)N/N=C/c1ccccc1Cl)c(C)n2C	6%	8	3	0%	i	-13%	2%	-0.2

# Limited to EPAC2 antagonist, for 2 of the compounds above:
nr	Structure	EPAC2 antagonist
43	CCOC(=O)c1cc(C#N)c(NCc2ccccc2)nc1C	0%
44	CC(=O)NC1C(Oc2cccc(C)c2)OC2COC(c3ccco3)OC2C1O (centres undefined)	0%

# In the list so far, these have an NH in an aromatic ring.
cpd	Structure	EPAC2 antagonist	D3 antag	DRD3 agonist	Mm-Cpn inhibitor	pAkt inh	PTHR1 agonist	EPAC2 agonist	CCT chaperon mod
7	Cn1c(=O)[nH]c2cc(Cl)cnc21	0%	0	8	-1%	i	-15%	5%	-0.2
19	Cc1ccc(NC(=O)CSc2nc3nc(C)cc(C)c3c(=O)[nH]2)cc1	-3%	u	1	-1%	i	i	-12%	-2.7
27	CCC(NC(=O)c1[nH]c(C)c(C(C)=O)c1C)c1ccc(Br)cc1 (centres undefined)	-17%	2	-10	0%	i	i	10%	-0.8
30	O=C(c1ccc(F)c(F)c1)N1CCC2(CC1)NCCc1[nH]cnc12	-2%	-6	-5	0%	i	-12%	-1%	0.4
31	COc1c(C)cc(C(O)c2ncc(-c3cccc(F)c3)[nH]2)cc1C (centres undefined)	14%	-8	2	x	i	-30%[inhibitor]	7%	-1.6
42	O=C(N/N=C/c1ccc(Cl)c(Cl)c1)c1ccc2nc[nH]c2c1	10%	3	-2	2%	x	i	7%	-2.8
46	Nc1nc(SCC(=O)OCc2ccccc2)[nH]c(=O)c1NC(=O)c1ccco1	0%	1	-6	0%	i	-12%	-3%	0.6
49	CCC(C(=O)O)n1c2ccccc2c2cn[nH]c(=O)c21 (centres undefined)	24%	4	1	-2%	i	-7%	11%	-25

# Some of the compounds tested (hit frequency here may not be typical).
